Compound activity from PubChem.
LDHA inh: qHTS assay for inhibitors of human lactate dehydrogenase; purified LDHA, NADH/diaphorase-resazurin fluorescence; hits give low values; activity change, % (values are at about 110 or 230 µM); AID 1347041, 2019; 0.15% of 480,000 active; in the data active = activity change below about -30%; inconclusive = mostly about -25% to -30%;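 also: plate controls were DMSO wells for no effect and wells without enzyme for full effect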
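Resorufin fluorescence (ex540/em590), read at 0 and 20 min after diaphorase/resazurin addition, reports the NADH left after a 5 min room-temperature reaction of 2 nM human LDH5 with 0.06 mM NADH and 0.2 mM pyruvate.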
Starred values were filed as active, the others as inactive; u = inconclusive.

SMILES	LDHA inh
CCCNC(=O)C(C)OC(=O)c1ccc2[nH]c(C)c(C)c2c1 (stereo not drawn)	-10
Cc1cccc(Oc2coc3cc(OC(=O)c4ccc(F)cc4)ccc3c2=O)c1	-22
CC(Sc1nc(-c2ccccc2)c(-c2ccccc2)o1)C(=O)NC(N)=O (stereo not drawn)	3
COc1cc(/C=C/c2nc(C#N)c(N(C)C)o2)cc(OC)c1OC	-3
COCCNC(=S)N(CCC#N)CCN(CCC#N)C(=S)NCCOC	4
O=S(=O)(O)CC(O)CNC(CO)(CO)CO (stereo not drawn)	-4
CC1(C)CC(=O)C2=C(C1)OC(=O)CC2c1ccc2ccccc2c1 (stereo not drawn)	-3
Cc1ccc(N(C(C)C(=O)N2CCCCC2)S(C)(=O)=O)cc1 (stereo not drawn)	-2
CCOc1ccccc1C1C(C#N)=C(SCC(=O)Nc2ccc(C)cc2)NC2=C1C(=O)CCC2 (stereo not drawn)	12
CC(=O)Nc1ccc(N2C(=O)C(=O)/C(=C(/O)c3ccc(C)cc3)C2c2ccccc2)cc1 (stereo not drawn)	9
COC(=O)c1occc1/C=C/C(=O)c1ccc(C#N)cc1	7
Cc1ccc(NC(=O)c2cc(-c3cccnc3)nc3ccccc23)c(O)c1	2
N#Cc1ccccc1COC(=O)c1ccc(C(=O)c2ccccc2)cc1	7
O=c1c2cccnc2ncn1CC(O)c1ccc(C(F)(F)F)cc1 (stereo not drawn)	0
CN(C)c1oc(-c2ccco2)nc1S(=O)(=O)c1ccc(Cl)cc1	-12
CCSC1=Nc2c(cnn2-c2ccc(C)c(Cl)c2)C2=NCCCN12	8
Cc1cnc(C(=O)Oc2ccc(-c3ccc(C#N)cc3)cc2)cn1	3
COc1ccc(-c2c(C)oc3cc(OS(C)(=O)=O)ccc3c2=O)cc1	5
Cc1cc2c(c(=O)o1)C1(C)CC(C)(O2)c2c(cc(C)oc2=O)O1	-5
CCCn1c(N)c(N(CCOC)C(=O)c2cccnc2OCC)c(=O)[nH]c1=O	-1
CCOC(=O)c1cc2n(n1)CC(C)(C(=O)NC1CCC(C)CC1)N(CCc1cccs1)C2=O (stereo not drawn)	-9
CCN(C(=O)COC(=O)Cc1n[nH]c(=O)c2ccccc12)c1ccc(F)cc1	1
COC(=O)C1=C(C)N(C)C(=O)N(C)C1c1ccccc1F (stereo not drawn)	1
NC1=NC(c2c[nH]c3ccccc23)n2c(nc3ccccc32)N1 (stereo not drawn)	-9
O=C(c1ccc(F)cc1)c1ccc(OCC(=O)N2CCc3ccccc32)cc1	7
CCCCCCCCc1ccc(-c2ccc(CCCC)cc2)nc1	0
COc1ccc(Oc2coc3cc(OC)ccc3c2=O)cc1	-6
CC(C)CNc1nc2ccccc2nc1S(=O)(=O)Cc1ccc(Cl)cc1	9
CC(=O)c1c(C)n(-c2ccc(C)cc2C)c2ccc(OCC(N)=O)cc12	2
CCCOc1ccc(NC(=O)c2cccc(Cl)c2)c2cccnc12	16
CCC1CN(CC(=O)Nc2cc(C)cc(C)c2)c2ccccc2S1 (stereo not drawn)	4
Cc1c(C)n(CCCN2CCOCC2)c2ncn3nc(-c4ccc(F)cc4)nc3c12	-1
CC(C)Sc1nnc2c3ccccc3n(C)c2n1	-2
COC(=O)CC1C(=O)NCCN1S(=O)(=O)c1ccc(F)cc1 (stereo not drawn)	7
Cc1ccc(S(=O)(=O)c2nc(-c3ccco3)oc2N(C)C)cc1	-3
COc1ccc(C(=O)Nc2ccc(C)c3ncccc23)c(OC)c1	-18
Cc1ccc2c(c1)cc(S(=O)(=O)c1ccccc1)c(=O)n2CC(=O)N1CCCC1	10
COc1ccc(-c2nn3c(=O)c(NC(=O)c4cccc(C)c4)cnc3o2)cc1	-2
CCC(C)c1ccccc1OS(=O)(=O)c1ccc2oc(=O)ccc2c1 (stereo not drawn)	4
O=C(COC(=O)C12CC3CC(CC(Br)(C3)C1)C2)Nc1c(Br)cc([N+](=O)[O-])cc1Br	8

Next part, overlapping the part above by seven compounds.
SMILES	LDHA inh
COC(=O)CC1C(=O)NCCN1S(=O)(=O)c1ccc(F)cc1 (stereo not drawn)	7
Cc1ccc(S(=O)(=O)c2nc(-c3ccco3)oc2N(C)C)cc1	-3
COc1ccc(C(=O)Nc2ccc(C)c3ncccc23)c(OC)c1	-18
Cc1ccc2c(c1)cc(S(=O)(=O)c1ccccc1)c(=O)n2CC(=O)N1CCCC1	10
COc1ccc(-c2nn3c(=O)c(NC(=O)c4cccc(C)c4)cnc3o2)cc1	-2
CCC(C)c1ccccc1OS(=O)(=O)c1ccc2oc(=O)ccc2c1 (stereo not drawn)	4
O=C(COC(=O)C12CC3CC(CC(Br)(C3)C1)C2)Nc1c(Br)cc([N+](=O)[O-])cc1Br	8
Nc1nc(COC(=O)c2ccc(O)cc2)nc2ccccc12	13
CCN(CC)CCNC(=O)c1ccc(Cn2c(SCc3ccccc3)nc3ccncc32)cc1	-4
Cc1nc2ccc(Cl)cc2cc1C(=O)N(C)CCOc1ccc(F)cc1	2
Fc1cccc(-c2nc(CN3CCCC3c3ccsc3)co2)c1 (stereo not drawn)	-12
Cc1csc(CNC(=O)c2ccc(C(N)=O)cc2)n1	6
CC(C)/C=N/NC(=O)C1CC1	4
CC(=O)O[C@@H]1C[C@H](c2ccccc2)OC(=O)CCCCC1=O	4
CCCCCCCCCNC(=O)c1nccnc1N	6
Cc1cc(C(=O)N/N=C/c2ccncc2)cs1	-5
O=C(/C=C/Nc1ccc(OC(F)(F)F)cc1)c1ccc(Br)cc1	-2
CCc1ccc(OCCCOc2ccc(Cl)cc2/C=N/NC(C)=O)cc1	-4
COc1ccccc1NC(=O)C(C)Sc1ncnc2ccccc12 (stereo not drawn)	3
CCCc1cc(=O)n2nc(N(C)CC(=O)Nc3cccc(Cl)c3C)sc2n1	4
Cc1c(-c2ccccc2)c(=O)oc2cc(OC(=O)C3CC3)ccc12	0
CC1(C)CS(=O)(=O)N(c2ccc(S(=O)(=O)NCCc3ccccc3F)cc2)C1=O	1
C=CCSc1nc2c(c(=O)n(C)c(=O)n2C)n1CC(=C)C	-1
O=C(COc1ccccc1F)Nc1cccc2cccnc12	1
CCCCN(C(=S)Nc1cccc(Cl)c1)C1CCN(C(C)=O)CC1	0
C=CCN(CC=C)C(=O)c1cc(-c2ccc(OC)cc2)nc2ccccc12	9
Cc1nc2ccccc2nc1SC(C(=O)O)c1ccccc1 (stereo not drawn)	-3

An excerpt of these results, with values ahead of the structure:
| LDHA inh | SMILES |
| --- | --- |
| -5 | Cc1cc(C(=O)N/N=C/c2ccncc2)cs1 |
| 4 | CC(=O)O[C@@H]1C[C@H](c2ccccc2)OC(=O)CCCCC1=O |
| 4 | CC(C)/C=N/NC(=O)C1CC1 |
| -2 | O=C(/C=C/Nc1ccc(OC(F)(F)F)cc1)c1ccc(Br)cc1 |

The list goes on.
SMILES	LDHA inh
Cc1cnc(NC(=O)c2[nH]c3c(c2C)C(=O)CCC3)s1	10
O=C(CN(Cc1ccco1)S(=O)(=O)c1ccccc1)N1CCN(C(=O)c2cccs2)CC1	1
Cc1cc(Nc2ccccc2F)n2nc(Cc3ccccc3)nc2n1	3
NC(=O)CCN(C(=O)c1cccc(Cl)c1)c1ccc(F)cc1	6
CC(C)(Oc1ccc(Cl)cc1)C(=O)N1CCN(c2ncccn2)CC1	-12
Cc1ccc2c(c1)C(O)(CC(=O)c1ccco1)C(=O)N2 (stereo not drawn)	-6
CCCNc1c(NC(=O)c2ccccc2OC)c(=O)oc2ccccc12	-4
CC(C)NC(=O)c1nc(-c2ccc(COc3ccc4c(c3)OCO4)cc2)no1	8
O=C(c1ccc2c(=O)n(Cc3ccc4c(c3)OCO4)c(=S)[nH]c2c1)N1CCN(Cc2ccccc2)CC1	-11
CC(=O)Nc1sc2c(c1-c1nc3ccccc3s1)CCOC2	2
CN(C)CCNc1oc(-c2ccc(S(=O)(=O)N(C)C)cc2)nc1C#N	0
COCCn1c(SCc2nc(-c3ccc(C)cc3)no2)nc2ccsc2c1=O	5
CCc1ccc(NC(=O)c2cnn3c2NC(C(=O)O)=CC3c2cc(OC)ccc2OC)cc1 (stereo not drawn)	0
COc1cc(S(=O)(=O)N2CCC(C(N)=O)CC2)c(C)cc1Br	6
Cc1ccc(OCc2ccc(-c3nc(C#N)c(N4CCC(C(N)=O)CC4)o3)o2)cc1C	-8
C=CCC[C@H](CCCCC)OC(=O)/C=C/[C@@H](O)[C@H](O)C[C@H](O)CC=C	1
CN(CCc1ccccc1)C(=O)Cn1cc(C(N)=O)c2ccccc21	11
CC(C)c1ccc(C2C(C#N)=C(N)Oc3c2ccc2ccccc32)cc1 (stereo not drawn)	u
CC(OC(=O)c1cc(=O)c2ccccc2o1)C(=O)Nc1ccc(C(F)(F)F)cc1 (stereo not drawn)	7
c1ccc2cc(CN3CCN(Cc4c[nH]c5ccccc45)CC3)ccc2c1	-1
Cn1c(=O)c2[nH]c(-c3ccccc3Cl)nc2n(C)c1=O	18
CCS(=O)(=O)c1ccc(Cc2ccc(S(=O)(=O)CC)cc2)cc1	-4
Cc1c(-c2ccn[nH]2)cnn1C	0
CC(Cl)C(=O)NC1CCCCC1C (stereo not drawn)	1
Cc1ncc(CN)c(N)n1	8
O=C(Nc1ccccc1)Nc1cc(S(=O)(=O)N2CCOCC2)ccc1NCC1CCCO1 (stereo not drawn)	-10
CCOc1ncccc1NC(=O)N1CCN(c2cnccn2)CC1	-4
COc1ccc(C(=O)/C(C#N)=C\c2ccc(Cl)c(Cl)c2)cc1	8
O=C(COC(=O)CNC(=O)c1ccc2ccccc2c1)Nc1ncc(Cl)cc1Cl	3
CN(C)CCCN(Cc1ccc(Cl)c(Cl)c1)C(=O)/C=C/c1ccncc1	2
COc1ccc(S(=O)(=O)NC2CC2)cc1NC(=O)c1n[nH]c(=O)c2ccccc12	2
CCOc1ccc(C(=O)Nc2scc(-c3ccc(F)cc3)c2C(=O)OC)cc1	-20
O=C1/C(=C/c2ccc(C(F)(F)F)cc2)CCc2ccccc21	9
CC(=O)Nc1oc2ccccc2c(=O)c1-c1ccccc1	2
O=C(NC1Cc2ccccc2C1)c1ccccc1F	6
N#Cc1ccc(C(C(=O)NC2CCCCC2)n2c(=O)c(-c3cc4ccccc4[nH]3)nc3ccccc32)cc1 (stereo not drawn)	-4
CC(C)Cc1nc(NCc2cccnc2)c(C#N)c2c1CCCC2	4
COc1cc(/C=C/c2nc(C#N)c(NC3CC3)o2)cc(OC)c1OC	5
O=C(O)CCC(NC(=O)C1(c2ccccc2)CCCC1)C(=O)O (stereo not drawn)	-6
Cc1ccc(NC(=O)CN(C)C(=O)CCNS(=O)(=O)c2ccc(C)cc2)cc1	-7

7 of the entries above in order of their number in LDHA inh, ascending.
SMILES	LDHA inh
COc1ccc(Oc2coc3cc(OC)ccc3c2=O)cc1	-6
Cc1nc2ccccc2nc1SC(C(=O)O)c1ccccc1 (stereo not drawn)	-3
O=C(/C=C/Nc1ccc(OC(F)(F)F)cc1)c1ccc(Br)cc1	-2
Cc1ccc(NC(=O)c2cc(-c3cccnc3)nc3ccccc23)c(O)c1	2
CC(C)Cc1nc(NCc2cccnc2)c(C#N)c2c1CCCC2	4
COc1cc(S(=O)(=O)N2CCC(C(N)=O)CC2)c(C)cc1Br	6
Nc1nc(COC(=O)c2ccc(O)cc2)nc2ccccc12	13

The list continues.
SMILES	LDHA inh
CC(OC(=O)CCNC(=O)OC(C)(C)C)C(=O)c1ccccc1 (stereo not drawn)	-2
CCCc1nnc2sc(C(C)(C)Oc3ccc(Cl)cc3)nn12	10
COc1ccccc1NC(=O)c1cc(-c2cccnc2)nc2ccccc12	0
Cc1c(C)c2ccc(OC(C)C(=O)NCc3cccnc3)cc2oc1=O (stereo not drawn)	3
COc1ccccc1C1CC(=O)Nc2c(-c3ccccc3)nsc21 (stereo not drawn)	0
CCC(C(=O)Nc1ccc(OC)cc1)n1nc(-c2cc(C)ccc2C)ccc1=O (stereo not drawn)	-7
CC(C)Cc1nnc(NC(=O)c2cc(=O)c3ccccc3o2)s1	4
O=C(c1c(F)cccc1F)N1CCC(CN2CCOCC2)CC1	-20
COc1cc(C(=O)Nc2ccc3c(c2)nc(CN2CCC(C)CC2)n3C(C)C)cc(OC)c1OC	-24
C(=C\c1ccccc1)/CN(C/C=C/c1ccccc1)CCN1CCOCC1	3
Cc1ccc(-c2ccc(C(=O)O)cc2)cc1	4
CCOc1ccc(OCC)c(S(=O)(=O)Nc2ccc(-c3cn4ccc(C)nc4n3)cc2)c1	2
CC1c2ccsc2CCN1C(=O)c1nn(C)c(=O)c2ccccc12 (stereo not drawn)	-3
NC(=O)C1(c2ccccc2)CC1c1ccccc1 (stereo not drawn)	9
CC(C)C(=O)Nc1ccc(-c2nc3ccccc3o2)cc1	4
C=CCN(CC(N)=O)Cc1cccs1	14
Cc1ccc(S(=O)(=O)Nc2cc3c(cc2SC2CCCCC2)n(C)c(=O)n3C)cc1	15
CCN(CC)C(=O)CN1CCCN(C(=O)c2cc3ccccc3n2C)CC1	2
O=C(O)CNC/C=C/c1ccccc1	1
Cc1nc2ccccc2nc1SCC(=O)N(C)C(C)c1ccc(F)cc1 (stereo not drawn)	-4
COc1cc(C(=O)NC2CC2)cc(OC)c1OC	-4
O=c1c2c(-c3ccccc3)n3ncnc3nc2ccn1CCc1cccs1	-18
O=C1CN(CC(=O)Nc2c(Cl)cccc2Cl)CCN1	4
CCCc1cc(C(=O)OCC(=O)c2ccc3c(c2)OCCO3)sc1C	0
O=C(CSCc1ccc([N+](=O)[O-])cc1)N/N=C/c1ccco1	7
CS(=O)(=O)N1Cc2cc(C(=O)NCC3CCCCC3)nc(-c3cccc(-c4cccnc4)c3)c2[C@H]1CCO	3
O=C(O)C(c1c[nH]c2ccc(CO)cc12)N1CCN(Cc2cccs2)CC1 (stereo not drawn)	-1
Cc1ccc(-c2nc(Nc3ccc(C(=O)O)cc3)c3ccccc3n2)cc1	-22
CC1(C)Cc2sc3c(=O)n(Cc4c(Cl)cccc4Cl)cnc3c2CO1	5
O=C(O)CCCNC(=O)c1cc(-c2ccccc2)nc2ccccc12	-1
CC(=C/c1ccccc1)/C=N/Nc1ccc(Cl)cc1	2

Only part of the results is shown; rates above refer to the full screens.
